Casp6 inh: human caspase-6 inhibitors, primary screen, biochemical, VEID-R110 fluorescence, single point, set 2; inhibition, % at 12.5 µM; AID 686996, 2013; purified caspase-6, Z-VEID-R110 cleavage fluorescence; hit rate 0.53% among 350,000;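 active = mean inhibition across replicates at least about 35%, with every replicate also reaching that limit, limit read from the data; inconclusive = only one of the two criteria met; inactive = neither criterion met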;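 also: 0% = median of neutral control wells and 100% = no fluorescence left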
RAD54 branch: inhibitors of human RAD54 branch migration, primary screen, biochemical, fluorescence, single point; RAD54 Holliday junction branch migration, FAM/BHQ fluorescence; hit rate 0.14% among 360,000; DNA repair and recombination protein RAD54-like (Homo sapiens), Q92698; inhibition, % at 10.4 µM;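 active = mean normalized replicate activity at least 40 and at least half of replicates scoring 40 or more; inconclusive = only one of the two criteria met; inactive = mean below 40 and under half of replicates reaching 40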;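 also: 0% = median of neutral control wells and 100% = median of positive control wells; inhibitors cause a drop in the FAM fluorescence signal; in these data hits start at about 50%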
Target sequence (Q92698 whole entry, looked up): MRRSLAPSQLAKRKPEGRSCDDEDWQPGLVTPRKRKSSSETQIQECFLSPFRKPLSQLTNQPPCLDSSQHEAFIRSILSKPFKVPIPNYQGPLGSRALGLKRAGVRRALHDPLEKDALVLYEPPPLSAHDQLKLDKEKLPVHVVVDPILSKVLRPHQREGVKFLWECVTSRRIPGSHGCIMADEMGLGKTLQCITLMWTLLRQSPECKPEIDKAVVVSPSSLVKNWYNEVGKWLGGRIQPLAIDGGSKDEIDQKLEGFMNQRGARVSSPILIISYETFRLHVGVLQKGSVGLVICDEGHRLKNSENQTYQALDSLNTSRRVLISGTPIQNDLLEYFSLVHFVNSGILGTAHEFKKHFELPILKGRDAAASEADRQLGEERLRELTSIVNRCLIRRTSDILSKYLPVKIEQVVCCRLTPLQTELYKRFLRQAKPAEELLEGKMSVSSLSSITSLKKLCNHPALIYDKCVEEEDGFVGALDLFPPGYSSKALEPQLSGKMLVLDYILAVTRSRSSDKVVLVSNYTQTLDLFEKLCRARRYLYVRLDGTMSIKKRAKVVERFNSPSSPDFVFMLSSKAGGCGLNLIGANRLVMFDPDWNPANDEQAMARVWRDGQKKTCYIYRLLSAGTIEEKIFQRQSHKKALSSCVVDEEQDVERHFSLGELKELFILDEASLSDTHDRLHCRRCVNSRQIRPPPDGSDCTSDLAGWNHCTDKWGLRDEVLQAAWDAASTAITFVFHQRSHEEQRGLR
ARNT-TACC3 inh: disruptors of ARNT/TACC3 protein interaction, primary screen, biochemical, AlphaScreen, single concentration; Transforming acidic coiled-coil-containing protein 3 (Homo sapiens), Q9Y6A5; hit rate 0.66% among 390,000; inhibition, % at 9.99 µM; AlphaScreen His-ARNT PAS-B/GST-TACC3 binding, luminescence; TACC3 fragment carries E629A point mutation;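 active = mean inhibition of replicates at least 50% and at least half of replicates each reaching 50%; inconclusive = half or more replicates reach 50% but mean below 50%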;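 also: 0% = complete ARNT plus TACC3 wells and 100% = ARNT alone without TACC3; many hits fall short of the cut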
RAD52 anneal inh: RAD52 DNA annealing inhibitors, primary screen, biochemical, FRET, single point, set 2 | DNA repair protein RAD52 homolog (Homo sapiens), P43351 | recombinant RAD52 DNA annealing, FRET fluorescence | inhibition, % at 18.7 µM | hit rate 0.46% among 360,000 | AID 651710, 2012;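 active = every replicate showing at least 50% inhibition; inconclusive = mean inhibition at least 50% but not in every replicate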
PglD DTNB: C. jejuni PglD acetyltransferase inhibitors, primary screen, biochemical, DTNB colorimetric, single point | purified PglD enzyme, DTNB colorimetric CoA detection | hit rate 0.098% among 360,000 | inhibition, % at 12.5 µM; in the data active = inhibition above about 16%, passing the limit was not always enough; inconclusive = no clear call, values can overlap the other calls; also: strong numbers were not always called active
E-sel inducer: E-selectin induction in HUVECs, primary screen, imaging, HUVEC, immunofluorescence imaging, single point. P16581. normalized: neutral wells 0, TNF-alpha wells 100. activation, % at 7.58 µM. hit rate 0.37% among 260,000;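 active = mean E-selectin-positive cell signal at least 10% of the positive control, reached in at least 60% of replicates, without over 20% cell loss; inconclusive = no rule given, readout overlaps actives, possibly toxicity-flagged; inactive = the rest, including those meeting only one limit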;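 also: in these data hits start at about 27%; measured in HUVEC primary endothelial cells; signal is the percent of cells scored E-selectin positive by PE staining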
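Assay system: HUVEC, human umbilical vein endothelial cells / Amount: 3,000 HUVEC/well / Controls: TNF-alpha positive control, DMSO neutral control / Compound dosing: single concentration / Medium: EGM-2 over gelatin coat / Evaluation: percent E-selectin-positive cells / Signal: immunofluorescence imaging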
ERp5 block: inhibitors of ERp5-driven insulin aggregation, primary screen, biochemical, turbidity, absorbance 650 nm, single point. Protein disulfide-isomerase A6 (Homo sapiens), Q15084. 90 min. inhibition, % at 9.99 µM. hit rate 0.05% among 350,000. AID 651711, 2012;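 active = mean replicate inhibition above about 25%, with every replicate also reaching it, limit read from the data, passing the limit was not always enough; inconclusive = only one of those two criteria met; inactive = neither criterion met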
esBAF inh: Bmi1 luciferase reporter increase in mESCs, primary screen, esBAF inhibitor project, mouse ES cells, Bmi1 luciferase knock-in, single point | 24 h; 100% = twice the neutral-well signal | reporter increase, % at 12.5 µM | hit rate 2% among 350,000 | AID 602393, 2012; in the data active = activation above about 40%; inconclusive = no clear call, values can overlap the other calls;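 also: 0% = median of the plate's neutral control wells and 100% = double that signal; a rise in the Bmi1 reporter signal indicates esBAF inhibition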
An asterisk follows results filed as active; ? = inconclusive; · = not tested or not shown.

SMILES	Casp6 inh	RAD54 branch	ARNT-TACC3 inh	RAD52 anneal inh	PglD DTNB	E-sel inducer	ERp5 block	esBAF inh
COCC(=O)N(C[C@@H]1N[C@@H](CO)[C@H]1c1ccc(-c2cccnc2)cc1)C(C)C	-2	3	2	-13	-1	0.1	-2	-1
CSc1ccccc1NC(=O)NCCCl	-2	6	·	-10	-11	-0.3	-4	7
COc1ccc2sc(-c3ccccc3OC)c(-c3ccc(OC)nc3)c2c1	0	0	-2	-4	2	0.5	-1	26
CN(C)C(=O)COC(=O)c1ccc(S(=O)(=O)NCc2ccco2)cc1	24	11	-4	-19	6	·	-2	1
CC(=Nc1ccccc1)C1=C(O)C(Cc2ccc(F)cc2)NC1=O (stereo not given)	-1	-20	·	-8	1	0.0	-1	34
Cc1cc(C)nc(SCC(=O)Nc2ccc(S(=O)(=O)N3CCCCC3)cc2)n1	·	-6	1	·	0	·	·	-7
Cc1ccc(C(=O)Nc2ccc(C(=O)N3CCCCC3)cc2)o1	-1	8	2	-3	-6	-0.8	0	19
CCN1C(=O)[C@@H]2[C@@H](c3ccc(SC4CCCCC4)cc3)N3CCCC[C@@]3(C(=O)OC)[C@@H]2C1=O	-5	-25	2	-402	-2	0.0	2	-4
COc1ccc(CNC(=S)NNC(=O)c2cc3ccccc3o2)cc1	1	·	0	-9	·	0.2	0	-3
Cc1ccc(S(=O)(=O)Nc2ccc3c(c2)C(=O)N([C@@H](C)CO)C[C@H](C)[C@@H](CN(C)C(=O)NC2CCCCC2)OCCCC[C@@H](C)O3)cc1	1	-11	-7	4	2	-0.1	-3	-3
CC(=O)c1cc(N2CCOCC2)ccc1[N+](=O)[O-]	-1	·	·	-29	·	4.9	-1	·
CCOC(=O)c1cnc2cc(-c3ccc(Cl)cc3)nn2c1N	0	-4	2	-19	·	·	1	67*
C=CCNC(=O)CC(C)C(CCCCC)C(=O)O (stereo not given)	·	-4	-4	·	2	·	·	-1
COc1cccc(N2CCN(S(=O)(=O)c3ccc4c(c3)CC(C)N4C(=O)C3CC3)CC2)c1 (stereo not given)	0	-2	1	-17	3	·	1	6
COC(=O)Nc1c(-c2ccccc2)nc2ccc(Cl)cn12	5	4	-3	4	-2	·	0	0
CN(c1ccccc1)c1ccc(/C=C/[N+](=O)[O-])cc1	-1	·	0	-48	·	3.0	0	·
C[C@]12C(=O)N(c3ccccc3)C(=O)N1[C@H]1c3ccccc3OC[C@@H]1[C@H]2c1ccccc1	3	2	-1	-5	6	-0.3	-2	-5
CC(=O)c1ccc(Nc2ncnc3ccc(Br)cc23)cc1	2	0	·	-410	0	3.0	1	-13
O=C(Cc1c[nH]c2ccccc12)Nc1ccc(Nc2cccnc2)c(-c2cccc(Cl)c2)c1	6	·	·	-37	·	0.0	-4	·
CN(C)CCCNc1oc(/C=C/c2cccs2)nc1S(=O)(=O)c1ccccc1	-47	5	2	52*	-4	·	0	2
CC(C)N(Cc1cnn(C)c1)C(=O)C1CCC(=O)N(CCc2cccc(F)c2)C1 (stereo not given)	-1	9	3	-5	2	2.0	-2	6
N#C[C@H]1[C@@H](c2ccccc2C2=CCCC2)[C@H](CO)N1C(=O)CN1CCOCC1	-2	·	·	0	·	0.2	-2	·
COc1ccc(OC)c(C2CC(=O)Nc3n[nH]c(-c4ccccc4)c32)c1 (stereo not given)	-6	·	-30	-22	·	1.3	0	·
CCCCCCCCCCCCCCCC(=O)NCCc1c[nH]c2ccccc12	-3	1	·	-6	-1	·	-5	-13
C[C@H]1CN=C(Nc2ccccc2)N1CC1CCC1	2	0	-2	-9	-3	-0.1	-4	1

More records follow:
SMILES	Casp6 inh	RAD54 branch	ARNT-TACC3 inh	RAD52 anneal inh	PglD DTNB	E-sel inducer	ERp5 block	esBAF inh
O=C(Nc1ccccc1)C1=C(Nc2ccccc2)CSC1	1	·	·	-38	·	-0.2	-3	·
Cc1cccc(NC(=O)CCC(=O)N/N=C/c2ccco2)c1	-1	·	2	-7	·	0.2	2	·
COc1ccc(CN(CC2CCC(C(=O)O)CC2)C(=S)Nc2cc(C)ccc2C)cc1 (stereo not given)	1	·	-3	-9	·	0.3	-8	-2
C[C@@H]1CN([C@H](C)CO)C(=O)c2cc(C3=CCCCC3)cnc2O[C@@H]1CN(C)Cc1ccncc1	-3	·	·	5	·	0.0	3	·
CCOC(=O)C1(Cc2ccccc2C)CCCN(C(=O)COC)C1 (stereo not given)	-1	1	1	-2	2	·	-2	17
COc1ccc2[nH]c3c(c2c1)CCNC3c1ccc([N+](=O)[O-])o1 (stereo not given)	0	7	11	-23	6	8.5	1	-14
COc1cccc(CNC(=O)CCC2CCCN(C(=O)C3CCOCC3)C2)c1 (stereo not given)	-4	9	-36	-5	-2	·	7	-6
O=C(CSc1nnc(-c2ccc(F)cc2)o1)Nc1ccc(S(=O)(=O)N2CCCC2)cc1	·	0	-5	·	-7	·	·	-4
Cc1cccc(NS(=O)(=O)c2cc([N+](=O)[O-])ccc2C)n1	0	·	·	-6	·	?	-6	·
O=C(CSc1nc(=O)n2ccccc2n1)NCc1ccccc1	-9	-3	0	-6	-2	-0.1	-5	-2
CCOC(=O)C(=O)Nc1ccc(S(=O)(=O)Nc2ncccn2)cc1	·	11	-7	·	-14	·	·	-2
Cc1ccc(C(=O)NC2CCC(C)CC2)s1 (stereo not given)	-3	·	-2	-14	·	-0.3	-4	·
C[C@@H](NC(=O)C[C@H]1C[C@H]2c3cc(NC(=O)CC4CC4)ccc3O[C@H]2[C@@H](CO)O1)c1ccccc1	-1	1	-12	-2	5	-0.4	-5	-2
Cc1ccc(-c2nnnn2-c2ccc(C)cc2)cc1	0	·	-7	0	·	·	1	·
O=C(O)Cn1nnc(COc2ccccc2)n1	-1	-15	-2	-16	1	·	-6	11
Cc1ccc(Nc2nc3ccccc3nc2Nc2c(C)n(C)n(-c3ccccc3)c2=O)cc1	4	·	·	-15	·	-0.1	-1	·
Cc1ccc(OCCN(C)C(=O)C2CCC(=O)N(CCCN3CCOCC3)C2)cc1 (stereo not given)	-4	-1	-13	-2	3	-0.5	-2	·
COc1cc(-c2[nH]ncc2CN2CCN(c3cccc(C)n3)CC2)cc(OC)c1OC	-4	0	1	-18	0	0.6	4	2
O=[N+]([O-])c1cccc(Nc2c3ccccc3nc3ccccc23)c1	1	·	2	3	·	0.3	-4	·
C=CCOc1ccc2c3c(c(=O)oc2c1)CCCC3	-2	1	-4	-13	-5	-0.1	-2	4
O=C(/C=C/c1ccc([N+](=O)[O-])s1)N1CCCCC1	5	·	3	11	·	·	0	·
O=C1S/C(=C/c2ccc(N3CCOCC3)o2)C(=O)N1Cc1ccc(F)cc1	·	-32	-8	·	-3	-2.4	·	·
COc1ccc2c(c1OC)C(=O)N1c3ccccc3C(=O)N(c3ccccc3F)C21 (stereo not given)	·	8	4	·	2	·	·	-10
CCOC(=O)c1c(/N=C/N(C)C)sc(/C=N/Nc2ccccc2)c1-c1ccccc1Cl	-4	6	-2	-12	2	-0.3	1	·
C[C@H]1CN([C@@H](C)CO)C(=O)c2cccc(NS(=O)(=O)c3ccc(F)cc3)c2O[C@H]1CN(C)C(=O)Nc1ccc2c(c1)OCO2	2	-1	3	11	-1	-0.2	4	-2

Next part.
SMILES	Casp6 inh	RAD54 branch	ARNT-TACC3 inh	RAD52 anneal inh	PglD DTNB	E-sel inducer	ERp5 block	esBAF inh
CCCNC(=O)N(C)C[C@H]1Oc2cc(C#Cc3ccccn3)ccc2S(=O)(=O)N([C@H](C)CO)C[C@@H]1C	0	0	-7	-7	-1	·	11	0
C=CCNC(=O)N1CCCC(N2CCN(c3ccccc3OC)CC2)C1 (stereo not given)	-5	-6	2	-10	-4	·	3	3
O=C(N/N=C/c1ccc(Sc2nc3ccccc3[nH]2)o1)c1ccncc1	4	12	11	-2	0	-0.6	-6	-6
N#CC(c1ccc(F)cc1)c1ccc(C(=O)c2ccccc2)cc1 (stereo not given)	·	0	-15	·	-5	·	·	-1
CC1(C(=O)NS(=O)(=O)c2ccc(C#N)cc2)CCN1C(=O)Cc1ccc(Cl)cc1Cl (stereo not given)	-1	1	·	-8	6	-0.1	-5	-7
COc1cccc(OCCCCCCN2CCOCC2)c1	·	-1	9	·	5	·	·	-4
CCOc1ccc(N2C(=O)C3=C(C(c4ccc(Cl)cc4)=NCCN3)C2c2cccnc2)cc1 (stereo not given)	0	·	1	13	·	-0.1	1	·
CS(=O)(=O)c1ccccc1-c1nc(-c2ccc([N+](=O)[O-])cc2)no1	2	·	9	-6	·	·	2	·
NNc1nc(C(F)(F)F)nc2ccccc12	0	·	7	-11	·	0.2	-3	·
COc1ccc(C)cc1-n1c(SCC(=O)N2CCOCC2)nc2ccccc2c1=O	-3	4	·	-31	2	-0.2	-1	-9
COc1ccc2c(=O)c(-c3ccc(C)cc3)c(-c3ccccc3)oc2c1	-1	-9	3	7	-5	·	-2	9
CC1(C)CC1C(=O)Nc1ccc([N+](=O)[O-])cc1Br (stereo not given)	·	-3	-9	·	-3	·	·	5
O=C(Nc1ccccc1N1CCOCC1)c1cnccn1	·	-3	0	·	-3	·	·	-6
O=C(O)c1ccc(S(=O)(=O)c2ccc3c(c2)C(=O)N(NC(=O)c2cccnc2)C3=O)cc1	3	·	5	-13	·	·	-4	·
O=C(C1CC1)N1CCN(S(=O)(=O)c2ccc3c(c2)OCCO3)CC1	1	5	11	-3	-8	-2.5	6	-6
CCOC(=O)[C@@H]1[C@H]2COc3ccccc3[C@H]2N2C(=O)N(c3ccccc3)C(=O)[C@]12C	·	-12	2	·	-4	·	·	-4
O=C(Nc1ccc(-c2csnn2)cc1)C1CC1	-1	·	-1	-8	·	1.6	0	·
